# Screens deposited in PubChem BioAssay by several laboratories.
# Rtt109 Vps75: C. albicans Rtt109 histone acetyltransferase inhibition | purified Rtt109/Vps75, ThioGlo CoA-SH fluorescence, 4 h | inhibition, % at 34.9 µM | 330,000 tested, 0.16% active | AID 540336;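 active = inhibition of at least 50% in every replicate; inconclusive = best replicate reaches 50% inhibition but some replicates fall short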
# Target sequence (Q5AAJ8 whole entry, looked up): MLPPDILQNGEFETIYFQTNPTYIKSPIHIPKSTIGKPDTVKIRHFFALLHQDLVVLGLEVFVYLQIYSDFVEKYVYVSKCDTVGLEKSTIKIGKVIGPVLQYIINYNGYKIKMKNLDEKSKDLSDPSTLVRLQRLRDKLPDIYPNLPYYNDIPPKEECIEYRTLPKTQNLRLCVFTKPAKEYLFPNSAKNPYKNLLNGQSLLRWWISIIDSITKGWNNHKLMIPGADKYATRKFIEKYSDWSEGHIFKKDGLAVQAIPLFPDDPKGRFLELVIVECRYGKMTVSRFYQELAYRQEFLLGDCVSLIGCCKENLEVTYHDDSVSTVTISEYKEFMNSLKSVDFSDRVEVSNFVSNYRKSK
# NSD2 HMT inh: blocks human histone methyltransferase NSD2. O96028. NSD2 peptide methylation, AlphaScreen, 120 min. inhibition, % at 12.5 µM. 310,000 tested, 0.54% active; in the data active = inhibition above about 50%
# CDK5 inh: blocks human CDK5/p35 kinase activity | 330,000 tested, 0.01% active | inhibition, % at 10 µM | Q00535+Q15078 | Recombinant CDK5/p35, ADP-Glo luminescence, 60 min | AID 488839;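 active = highest replicate inhibition of at least 50% and at least 75% of replicates reaching 50%; inconclusive = only one of the two criteria met; inactive = both criteria failed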;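 note: plate controls were DMSO neutral control for no effect and GW8510 at 10 µM for full effect; many of its hits are not listed in these tables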
# Target sequence (Q00535 whole entry, looked up): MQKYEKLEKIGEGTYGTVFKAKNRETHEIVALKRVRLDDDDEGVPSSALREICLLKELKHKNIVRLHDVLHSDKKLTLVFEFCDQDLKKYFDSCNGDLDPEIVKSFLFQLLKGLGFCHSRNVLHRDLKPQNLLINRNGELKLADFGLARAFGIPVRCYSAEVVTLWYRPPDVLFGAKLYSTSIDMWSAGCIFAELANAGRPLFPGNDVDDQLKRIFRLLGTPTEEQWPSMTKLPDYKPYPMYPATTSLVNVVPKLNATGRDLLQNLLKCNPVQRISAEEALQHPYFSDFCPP
# Target sequence (Q15078 whole entry, looked up): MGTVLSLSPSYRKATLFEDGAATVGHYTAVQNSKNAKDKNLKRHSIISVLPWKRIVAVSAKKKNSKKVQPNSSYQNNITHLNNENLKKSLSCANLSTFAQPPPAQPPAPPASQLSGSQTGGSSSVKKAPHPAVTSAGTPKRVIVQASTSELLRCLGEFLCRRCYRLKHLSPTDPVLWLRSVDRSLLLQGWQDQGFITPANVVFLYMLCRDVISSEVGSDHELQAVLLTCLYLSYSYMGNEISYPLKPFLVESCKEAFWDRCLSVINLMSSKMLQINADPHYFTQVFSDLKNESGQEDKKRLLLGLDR
# cardiac RTF act: increases calcium sensitivity of human cardiac regulated thin filaments; P19429+P45379; AID 493008; 340,000 tested, 0.24% active; IANBD-labeled TnC RTF fluorescence at EC20 calcium; 0% EC20 calcium, 100% full calcium; activation, % at 7.2 µM;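 active = activation above the mean over all tested compounds plus 3 SD, cut at about 30% in these data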;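 note: rise in fluorescence read as greater calcium sensitivity of cardiac thin filaments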
# SUMO Mot1 rescue: SUMOylation pathway inhibition by Mot1-301 growth rescue; S. cerevisiae Mot1-301 growth rescue, ATP luminescence, 38.5C; percent above DMSO median, 100 means doubled; growth rescue, % at 18.8 µM; 320,000 tested, 1% active;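 active = every valid replicate shows activation above 250% relative to neutral control wells; inactive = the rest, any valid replicate at or below 250%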;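 note: OY570 slx delta 5 strain wells were the positive control but not used for scaling; some compounds called inactive have numbers as strong as hits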
# dFosB activator: enhances mouse delta FosB homodimer DNA binding | P13346 | purified delta FosB, TAMRA-CDK5 oligo fluorescence polarization; percent of positive-control signal above neutral wells | activation, % at 25 µM | 340,000 tested, 0.99% active | AID 493131;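 active = mean activation above about 17%, with every replicate also reaching it, limit read from the data, passing the limit was not always enough; inconclusive = only one of the two conditions met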;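 note: fluorescence polarization rise as delta FosB binds a TAMRA Cdk5 AP-1 oligo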
# PfHsp90 set2: growth inhibition of yeast expressing Plasmodium Hsp90; 310,000 tested, 0.32% active; inhibition, % at 9.4 µM; S. cerevisiae expressing PfHsp90, BacTiter-Glo ATP, 48 h; yeast lacking PDR1 and PDR3 efflux regulators; AID 504621;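 active = every replicate shows inhibition above about 80%, whatever the replicate mean, limit read from the data; inconclusive = mean inhibition reaches the set limit but some replicate falls short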;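 note: 0% = DMSO neutral controls and 100% = 20 µM radicicol positive controls; yeast relying on Plasmodium falciparum Hsp90 in place of its own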
# Keap1-Nrf2 PPI: disrupts human Keap1 binding to Nrf2 peptide. Keap1 Kelch-Nrf2 peptide fluorescence polarization, 1536-well. inhibition, % at 9.4 µM. 340,000 tested, 0.15% active. AID 504523; in the data active = inhibition above about 12%; inconclusive = no clear call, values can overlap the other calls; inactive = below about 7.3%;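 note: human Keap1 Kelch domain with fluorescein labeled Nrf2 9mer peptide probe; 0% = neutral control wells and 100% = peptide positive control; higher means more block of Keap1 binding to Nrf2 peptide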
# C-LANA FP: blocks KSHV LANA C-terminal domain binding to DNA; MBP-C-LANA/FAM-LBS DNA binding, fluorescence polarization; inhibition, % at 9 µM; 340,000 tested, 0.078% active; AID 504423;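 active = highest replicate inhibition at or above 60% at 9 µM, even if other replicates fall short; inactive = all replicates below 60% inhibition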;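 note: 0% = neutral control wells and 100% = 4 µM acridine orange control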
# RTF Ca sens inh: cardiac RTF calcium desensitization | P19429+P45379 | IANBD-labeled cardiac RTF, Ca2+ fluorescence | inhibition, % at 7.15 µM | 340,000 tested, 0.12% active | AID 493244;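 active = inhibition above the mean inhibition of all tested compounds plus 3 SD, cut at about 17% in these data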;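 note: assay run at fixed EC70 calcium of 1.6 mM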
# PvdQ inh: blocks Pseudomonas aeruginosa PvdQ acylase activity; purified PvdQ acylase, fluorescence plate reader; inhibition, % at 10 µM; 340,000 tested, 0.063% active; in the data active = inhibition above about 30%, passing the limit was not always enough; inconclusive = no clear call, values can overlap the other calls;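 note: 0% = vehicle neutral wells and 100% = reference inhibitor wells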
# The depositor's hits bear a star; ? = inconclusive; nt = no result given; + = active, no number.
SMILES,Rtt109 Vps75,NSD2 HMT inh,CDK5 inh,cardiac RTF act,SUMO Mot1 rescue,dFosB activator,PfHsp90 set2,Keap1-Nrf2 PPI,C-LANA FP,RTF Ca sens inh,PvdQ inh
CN(C)CCN(C(=O)c1ccccc1Cl)c1nc2c(Cl)cccc2s1,10,13,1.0,-4,9,-3,7,3,-0.9,6,1
COC(=O)c1cc(C#N)c(N2CC(C)OC(C)C2)nc1C (centres undefined),17,-9,-2.1,6,-1,-4,4,-3,1.1,0,15
Cc1ccccc1OCC(=O)Nc1ccc2c(c1)OCO2,-21,nt,-0.6,-3,0,-4,1,-6,-1.1,5,-11
CCOc1ccccc1N(CC)C(=O)c1ccc2c(=O)n3c(nc2c1)CCCCC3,1,0,2.3,-4,-1,-10,-17,2,3.6,5,9
COc1ccc(/C=C/C(=O)Nc2ccncc2)cc1OC,-6,-3,0.8,0,67,12,11,-2,-1.3,-1,-3
CCOc1ccc(NC(=O)c2ccc(N3CC4CC(C3)c3cccc(=O)n3C4)c(NC(=O)c3cccnc3)c2)cc1 (centres undefined),5,2,-1.3,0,-9,-5,-1,0,-1.5,-1,-12
CCN1CCCC1CNC(=O)c1cc2cc(OC)c(OC)cc2[nH]1 (centres undefined),1,18,0.5,3,-15,3,-3,-1,-0.5,2,-14
N#Cc1ccccc1OCC(=O)Nc1ccc2c(c1)OCCO2,1,3,-1.2,1,-7,-4,16,-4,5.7,-6,-24
O=C(NCCN1CCOCC1)c1cc2sccc2n1Cc1ccc(F)cc1,13,-2,-0.4,9,4,-16,nt,0,0.0,-3,7
COc1ccc(C(c2c(O)ccc3ccccc23)N2CCOCC2)c(OC)c1 (centres undefined),0,nt,-2.0,-1,34,-11,3,-3,0.5,0,-2
O=C(CN1CCCCC1)Nc1ccc(Br)cc1[N+](=O)[O-],1,16,0.1,-1,9,-1,15,-3,-0.3,-7,-5
CC(=O)C[C@@H](O)CC(=O)[C@H]1OC(=O)CCCCCc2ccccc21,-2,nt,-0.8,3,-16,-1,2,1,-0.7,-10,-17
CCOC(=O)CNC(=O)CSc1nccn1Cc1ccco1,13,0,0.5,0,4,-7,-1,2,0.4,-1,-8
O=C(NCCOc1cccc(Cl)c1Cl)c1cc(-n2cnnc2)ccc1Cl,-6,0,-0.3,0,-7,-4,-20,4,-1.0,0,-3
COc1ccc(-n2c(SCC(=O)NCC3CCCO3)nc3c(c2=O)SC(C)C3)cc1 (centres undefined),29,16,0.3,1,-3,-9,-5,-4,-1.4,0,5
NC(=O)c1ccc(NC(=O)COC(=O)CC2Sc3ccccc3NC2=O)cc1 (centres undefined),-5,2,0.7,-4,-1,-7,-9,6,-1.7,-3,0
CC(C)C(NC(=O)CCNC(=O)c1ccc([N+](=O)[O-])cc1)c1nc2ccccc2[nH]1 (centres undefined),-11,4,1.8,3,-11,5,nt,0,1.1,1,-20
O=C(O)c1cccc(N2C(=O)CSC2=S)c1,3,21,-1.2,-6,-18,-6,7,-4,-2.2,-3,-14
COc1cc(/C=C2\SC(N)=NC2=O)ccc1OCC(=O)Nc1ccccc1C,-12,-4,0.3,-2,0,?,-15,-1,0.9,7,19
COC(=O)c1[nH]c2c(c1C)C(=O)CC(c1ccccc1)C2 (centres undefined),-2,-2,0.0,0,62,8,-27,0,0.2,1,15
CN=c1scc(-c2ccc(OC)cc2)n1/N=C(\C)c1cccnc1,16,8,-3.5,-2,40,-4,8,1,-1.4,-4,-5
C#CCOc1c(Br)cc(/C=N\NC(=O)CN2CCOCC2)cc1OCC,0,2,2.3,1,1,-4,4,1,-0.1,1,-10
CCCN(C(=O)CSCc1ccc(Cl)cc1)c1c(N)n(Cc2ccccc2)c(=O)[nH]c1=O,-4,-1,1.1,-3,-2,0,3,4,-1.6,-2,2
COc1ccc(NC(=O)Nc2ccccc2SC)cc1OC,-2,2,-0.9,5,-7,-4,-20,-1,1.9,4,-13
Oc1c(C(c2ccco2)N2CCN(C(c3ccccc3)c3ccccc3)CC2)sc2ncnn12 (centres undefined),3,nt,-1.9,-3,302,-20,-11,-2,0.8,-2,-56
CC1(C)CC(=O)C(C(=S)Nc2ccccc2)=C(NCCN2CCOCC2)C1,3,34,-0.9,-3,-26,-1,-25,-3,13,5,-2
O=C(CSc1ncnc2c1oc1ccccc12)N1CCCc2ccccc21,2,25,0.4,0,-1,-1,-7,3,1.2,3,0
c1ccc(SCCN2CCc3ccccc3C2)cc1,26,3,0.0,-2,-4,-11,-6,-2,-1.1,4,6
Cc1ccc(NC(=O)c2cccc(N3C(=O)C4C5CCC(C5)C4C3=O)c2)c(C)c1 (centres undefined),4,-1,0.8,3,+,3,-12,0,0.9,-3,-1
O=C(Nc1ccc2oc(-c3ccccc3F)nc2c1)c1ccc([N+](=O)[O-])o1,-2,2,0.2,-3,0,3,-9,-2,3.2,2,13
COc1ccc(OC)c(NC(=S)N2CCN(C/C=C/c3ccccc3)CC2)c1,6,4,0.3,-4,19,2,14,-4,-1.3,-2,-11
O=CN1N=C(c2ccccc2)CC1c1ccc(Cl)cc1 (centres undefined),-6,-3,-0.1,0,13,-7,-14,-8,-0.2,-1,-11
CSCC[C@H](NC(=O)[C@@H]1Cc2ccccc2CN1)C(=O)NC[C@H]1CC[C@H](C(=O)O)CC1,-17,-4,1.2,-9,-2,6,2,-1,0.2,-2,5
CC1CCCN(CCC(=O)c2ccccc2)C1 (centres undefined),-7,12,-0.2,-3,nt,4,nt,-3,-1.0,6,3
COc1ccc(CNc2nc3ccccc3n2CCN2CCCCC2)cc1,0,-2,1.1,4,-8,-5,3,-5,-0.8,-22,-6
CCN(CC)S(=O)(=O)c1cc(NC(=O)Cc2ccsc2)ccc1C,-4,-3,1.2,-8,116,-14,-45,-6,-1.5,-4,-11

# One compound at a time, as listed above.
# Entry for CC1(C)CC(=O)C(C(=S)Nc2ccccc2)=C(NCCN2CCOCC2)C1 : Rtt109 Vps75: 3; NSD2 HMT inh: 34; CDK5 inh: -0.9; cardiac RTF act: -3; SUMO Mot1 rescue: -26; dFosB activator: -1; PfHsp90 set2: -25; Keap1-Nrf2 PPI: -3; C-LANA FP: 13; RTF Ca sens inh: 5; PvdQ inh: -2
# Entry for O=CN1N=C(c2ccccc2)CC1c1ccc(Cl)cc1 (centres undefined) : Rtt109 Vps75: -6; NSD2 HMT inh: -3; CDK5 inh: -0.1; cardiac RTF act: 0; SUMO Mot1 rescue: 13; dFosB activator: -7; PfHsp90 set2: -14; Keap1-Nrf2 PPI: -8; C-LANA FP: -0.2; RTF Ca sens inh: -1; PvdQ inh: -11
# Entry for CC1CCCN(CCC(=O)c2ccccc2)C1 (centres undefined) : Rtt109 Vps75: -7; NSD2 HMT inh: 12; CDK5 inh: -0.2; cardiac RTF act: -3; SUMO Mot1 rescue: nt; dFosB activator: 4; PfHsp90 set2: nt; Keap1-Nrf2 PPI: -3; C-LANA FP: -1.0; RTF Ca sens inh: 6; PvdQ inh: 3

# (more compounds)
SMILES,Rtt109 Vps75,NSD2 HMT inh,CDK5 inh,cardiac RTF act,SUMO Mot1 rescue,dFosB activator,PfHsp90 set2,Keap1-Nrf2 PPI,C-LANA FP,RTF Ca sens inh,PvdQ inh
Cc1ccc(NC(=O)CSCC(=O)N(C)CCOc2ccc(Cl)cc2)cc1,0,1,0.7,-10,nt,-18,13,-2,0.8,4,-13
COC(=O)c1ccc(NC(=S)NCCc2ccccc2)cc1,11,nt,0.6,-4,20,-3,6,1,-0.8,-5,-10
Cc1nc2c(C)cccc2cc1C(=O)N/N=C/c1cccnc1,4,-5,-1.1,-1,-12,-3,-1,1,-0.8,-2,-5
FC(F)(F)c1cc(Cl)c2nnc(-c3ccccn3)n2c1,-1,-5,-0.3,-5,-18,-13,13,1,1.7,-1,-6
CC(CC(=O)Nc1ccccc1C(F)(F)F)c1ccccc1 (centres undefined),5,-1,0.4,4,-15,0,-3,-3,-1.6,12,9
O=C(Nc1cccc(C(F)(F)F)c1)C(Sc1n[nH]c(=O)[nH]c1=O)c1ccccc1 (centres undefined),1,-3,-2.4,9,-1,-9,12,6,2.9,1,-11
Cn1nc(C(=O)NCc2ccccc2CN2CCCC2)c2ccccc2c1=O,-2,2,-0.6,-2,nt,-5,nt,1,-1.6,2,-8
Cn1c(=O)c(-c2ccccc2)cc2ccccc21,-5,0,0.9,2,nt,-11,11,1,1.7,-11,-10
CC(C)NC(=O)CSc1nc(N)c(-c2ccccc2)c(=O)[nH]1,-5,1,-0.5,1,-18,1,21,0,-2.1,-4,6
CCOc1ccc(N2CC(C(=O)N3CCc4ccccc4C3)CC2=O)cc1 (centres undefined),-14,-6,1.7,0,-4,-9,-13,1,1.8,-16,12
Cc1ccc(NC(=O)/C(C#N)=C(\N)C(Cl)(Cl)Cl)nc1,-10,28,0.8,7,13,-34,-1,38*,34,-23,-16
Cc1ccc(C2CC(c3ccco3)=NN2S(C)(=O)=O)cc1 (centres undefined),-5,0,-0.3,1,-5,-2,0,-1,1.6,-16,15
Cc1cc(C)n2nc(SCc3ccccc3F)nc2n1,1,1,-0.1,1,-1,-4,-26,-2,1.8,-10,-20
CC(C)CC(=O)Nc1ccccc1Oc1ccccc1,1,-6,0.6,-2,2,-1,-19,-1,-1.9,-3,-4
COC(=O)CNC(=O)Cn1c(=O)n(Cc2ccc(F)cc2)c(=O)c2sccc21,8,1,0.2,-1,21,1,11,-1,-0.5,-6,5
Nc1[nH]c(=O)nc2snnc12,0,-2,1.6,-3,nt,-3,-1,-6,1.5,-4,-15
CCOc1ccc(NC(=S)Nc2ccc(OC)cc2)cc1,0,0,-2.0,1,3,-8,-44,-2,-0.5,-12,-15
